ERAP1 inh: human ERAP1 aminopeptidase inhibitors, primary screen, biochemical, single point, plate reader. Endoplasmic reticulum aminopeptidase 1 (Homo sapiens), Q9NZ08. recombinant ERAP1, Leu-AMC fluorescence, 60 min. inhibition, % at 10.7 µM. 0.15% of 340,000 active. AID 652197, 2013;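 active = mean replicate inhibition of at least 30%, or all replicates individually reaching that 30% level; inactive = mean below 30% and not every replicate reaching it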;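 also: 0% = neutral control wells and 100% = L-leucinethiol positive control wells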
RAD52 anneal inh: RAD52 DNA annealing inhibitors, primary screen, biochemical, FRET, single point, set 2 | 0.46% of 360,000 active | recombinant RAD52 DNA annealing, FRET fluorescence | DNA repair protein RAD52 homolog (Homo sapiens), P43351 | AID 651710, 2012 | inhibition, % at 18.7 µM;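 active = every replicate showing at least 50% inhibition; inconclusive = mean inhibition at least 50% but not in every replicate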
Target sequence (P43351 whole entry, looked up): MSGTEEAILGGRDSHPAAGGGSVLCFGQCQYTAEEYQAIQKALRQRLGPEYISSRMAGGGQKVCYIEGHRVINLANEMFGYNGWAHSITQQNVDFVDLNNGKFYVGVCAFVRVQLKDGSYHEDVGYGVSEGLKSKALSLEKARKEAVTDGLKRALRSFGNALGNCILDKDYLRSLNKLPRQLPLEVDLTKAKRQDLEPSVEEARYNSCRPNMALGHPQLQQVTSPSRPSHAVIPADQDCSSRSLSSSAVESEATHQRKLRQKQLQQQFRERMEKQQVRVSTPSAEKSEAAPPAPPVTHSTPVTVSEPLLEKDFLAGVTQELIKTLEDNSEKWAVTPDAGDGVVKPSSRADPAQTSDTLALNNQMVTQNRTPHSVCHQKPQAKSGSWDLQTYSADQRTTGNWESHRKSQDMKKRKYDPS
esBAF inh: Bmi1 luciferase reporter increase in mESCs, primary screen, esBAF inhibitor project, mouse ES cells, Bmi1 luciferase knock-in, single point. reporter increase, % at 12.5 µM. 24 h; 100% = twice the neutral-well signal. 2% of 350,000 active; in the data active = activation above about 40%; inconclusive = no clear call, values can overlap the other calls;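 also: 0% = median of the plate's neutral control wells and 100% = double that signal; a rise in the Bmi1 reporter signal indicates esBAF inhibition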
S100A4 MyoIIA: inhibitors of S100A4-myosin IIA peptide binding, primary screen, biochemical, fluorescence polarization, TAMRA-MyoIIA peptide; Protein S100-A4 (Homo sapiens), P26447; inhibition, % at 10.7 µM; 0.14% of 360,000 active; AID 652163, 2013;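 active = mean inhibition of at least 70% across replicates, with every replicate also reaching that level; inconclusive = mean inhibition reaches 70% but some replicates fall short; inactive = mean inhibition below 70%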
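System – human S100A4 monomer protein, biochemical binding assay · Buffer or medium – Calcium-containing HEPES buffer, pH 7.2 · Timing – 5 min between mix addition and reading · Also added – TAMRA-labelled myosin IIA heavy-chain peptide probe, 5 nM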
XiGFP reactiv: activators of inactive X chromosome reactivation, primary screen, imaging, XiGFP fibroblasts, GFP high-content imaging, set 2; XiGFP mouse fibroblasts, % GFP-positive cells imaging, 3 d; cells co-treated with 5-aza-dC sensitizer; scaled so ellipticine positive control = 100%; activation, % at 7.58 µM; 0.055% of 360,000 active; AID 743238, 2013;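 active = mean normalized replicate activation at least 10% and every replicate at or above 10%; inconclusive = only one of the two criteria met; inactive = mean below 10% and not all replicates reach 10%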;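 also: 0% = median of on-plate neutral control wells and 100% = ellipticine 6 µM median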
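System: 68-5-11 XiGFP fibroblast line | Buffer or medium: DMEM containing 5-aza-dC | Compound: Single point | Times: Compounds 3 days, fix/stain 15 min at room temperature | Benchmarks: Positive control ellipticine, 6 µM final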
RAD54 inh: inhibitors of human RAD54 branch migration, primary screen, biochemical, fluorescence, single point. DNA repair and recombination protein RAD54-like (Homo sapiens), Q92698. RAD54 Holliday junction branch migration, FAM/BHQ fluorescence. inhibition, % at 10.4 µM. 0.14% of 360,000 active. AID 602329, 2012;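 active = mean normalized replicate activity at least 40 and at least half of replicates scoring 40 or more; inconclusive = only one of the two criteria met; inactive = mean below 40 and under half of replicates reaching 40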;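 also: 0% = median of neutral control wells and 100% = median of positive control wells; inhibitors cause a drop in the FAM fluorescence signal; in these data hits start at about 50%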
E-sel inducer: E-selectin induction in HUVECs, primary screen, imaging, HUVEC, immunofluorescence imaging, single point | AID 686992, 2013 | 0.37% of 260,000 active | P16581 | normalized: neutral wells 0, TNF-alpha wells 100 | activation, % at 7.58 µM;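 active = mean E-selectin-positive cell signal at least 10% of the positive control, reached in at least 60% of replicates, without over 20% cell loss; inconclusive = no rule given, readout overlaps actives, possibly toxicity-flagged; inactive = the rest, including those meeting only one limit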;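 also: in these data hits start at about 27%; measured in HUVEC primary endothelial cells; signal is the percent of cells scored E-selectin positive by PE staining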
Target sequence (P16581 whole entry, looked up): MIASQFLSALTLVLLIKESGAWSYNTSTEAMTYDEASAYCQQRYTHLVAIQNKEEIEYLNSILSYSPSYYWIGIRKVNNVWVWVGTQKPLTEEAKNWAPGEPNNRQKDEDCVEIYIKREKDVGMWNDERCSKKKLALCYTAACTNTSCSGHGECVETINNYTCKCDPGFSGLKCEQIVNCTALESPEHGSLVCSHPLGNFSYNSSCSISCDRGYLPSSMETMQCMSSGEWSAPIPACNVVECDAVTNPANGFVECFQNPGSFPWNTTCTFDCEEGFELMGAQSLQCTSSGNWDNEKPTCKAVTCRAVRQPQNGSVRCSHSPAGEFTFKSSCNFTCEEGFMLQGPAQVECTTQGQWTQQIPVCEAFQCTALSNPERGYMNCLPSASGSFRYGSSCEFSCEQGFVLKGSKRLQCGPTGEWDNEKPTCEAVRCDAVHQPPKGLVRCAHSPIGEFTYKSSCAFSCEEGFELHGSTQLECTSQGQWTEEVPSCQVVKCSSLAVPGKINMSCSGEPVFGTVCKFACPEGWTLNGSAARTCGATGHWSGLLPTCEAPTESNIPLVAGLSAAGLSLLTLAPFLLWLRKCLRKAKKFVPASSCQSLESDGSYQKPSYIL
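material = human umbilical vein endothelial cells (HUVEC), E-selectin induction | quantity = 3,000 cells/well | medium = EGM-2 growth medium on 0.1% gelatin-coated wells | technique = immunofluorescence imaging | read-out basis = % PE-positive cells | control set = TNF-alpha positive control, DMSO neutral control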
ERp5 block: inhibitors of ERp5-driven insulin aggregation, primary screen, biochemical, turbidity, absorbance 650 nm, single point. Protein disulfide-isomerase A6 (Homo sapiens), Q15084. 90 min. inhibition, % at 9.99 µM. 0.05% of 350,000 active;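 active = mean replicate inhibition above about 25%, with every replicate also reaching it, limit read from the data, passing the limit was not always enough; inconclusive = only one of those two criteria met; inactive = neither criterion met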
Numbers without * were called inactive; ? = inconclusive; nt = no result given.

SMILES	ERAP1 inh	RAD52 anneal inh	esBAF inh	S100A4 MyoIIA	XiGFP reactiv	RAD54 inh	E-sel inducer	ERp5 block
CC(/C=C/c1ccc(N(C)C)cc1)=N\N=C1\NC(=O)CC(C(=O)Nc2ccccc2)S1 (configuration not stated)	-1	-18	nt	-16	0.3	nt	nt	1
COc1ccc(-c2cc3c(=O)n(CC(=O)NCCCN4CCC(Cc5ccccc5)CC4)ncn3n2)cc1	1	14	-66	2	0.3	-15	3.6	4
CCCNC(=O)Nc1ccc2c(c1)OC[C@H](C)N(CCC)C[C@H](C)[C@H](OC)CN(C)C2=O	1	3	0	8	-0.1	0	-0.1	-2
COc1ccc(NC(=O)N(C)C[C@@H]2Oc3ccc(NC(=O)Cc4ccccc4)cc3C(=O)N([C@H](C)CO)C[C@H]2C)cc1	-1	14	-3	-3	-1.2	3	0.0	5
C[C@H](CO)N1C[C@H](C)[C@H](CN(C)S(=O)(=O)c2ccccc2)OCCCC[C@H](C)Oc2ccc(NC(=O)C3CCCCC3)cc2C1=O	-2	-48	5	7	0.2	-5	0.0	-1
C=CCOc1ccc(/C=C/C(=O)OCC(=O)N(C)CC(=O)Nc2ccc(F)cc2)cc1	0	-10	-4	-2	0.0	14	0.0	-1
C=CCN1C2CCCC1CC(NC(=S)Nc1cccc(OC)c1)C2 (configuration not stated)	0	-5	nt	1	0.3	nt	-0.3	6
Cc1nc(N)nc(N(C)c2ccccc2)c1Br	2	-5	-7	0	0.0	1	nt	-1
C[C@H]1CN([C@@H](C)CO)C(=O)c2cc(C#CC3CCCC3)cnc2O[C@@H]1CN(C)C(=O)C1CCCCC1	-3	12	-6	?	-0.1	-7	-0.2	-1
COc1ccc(NC(=O)N(C)C[C@@H]2Oc3ccc(NS(=O)(=O)c4ccc(Cl)cc4)cc3CC(=O)N([C@@H](C)CO)C[C@@H]2C)cc1	0	11	-6	10	-1.2	6	0.5	-3
CCN(CC)S(=O)(=O)c1cccc(-c2nnc(SCC(N)=O)n2CCc2ccccc2)c1	3	5	-38	-6	nt	-9	nt	5
COC(=O)Cn1c(C(=O)N(C)C)cc2c1C[C@H]1CN(C(=O)c3ccccc3)[C@@](Cc3ccc(F)cc3)(C(=O)OC)[C@@H]21	nt	-11	nt	-2	0.0	nt	0.1	-3
N#CCCN(Cc1ccccc1)C(=O)Nc1ccccc1	-1	3	2	3	0.0	0	0.1	1
O=S(=O)(O)c1ccc(NN=Cc2ccccc2O)cc1	4	-12	-6	-2	0.1	-3	0.7	-5
CCCCC(=O)Nc1cc(-c2nc3ncccc3o2)ccc1C	-6	-8	3	-4	0.3	5	nt	6

Full records from above:
CC(/C=C/c1ccc(N(C)C)cc1)=N\N=C1\NC(=O)CC(C(=O)Nc2ccccc2)S1 (configuration not stated) as listed: ERAP1 inh = -1; RAD52 anneal inh = -18; esBAF inh = nt; S100A4 MyoIIA = -16; XiGFP reactiv = 0.3; RAD54 inh = nt; E-sel inducer = nt; ERp5 block = 1
N#CCCN(Cc1ccccc1)C(=O)Nc1ccccc1 as listed: ERAP1 inh = -1; RAD52 anneal inh = 3; esBAF inh = 2; S100A4 MyoIIA = 3; XiGFP reactiv = 0.0; RAD54 inh = 0; E-sel inducer = 0.1; ERp5 block = 1

The results go on.
SMILES	ERAP1 inh	RAD52 anneal inh	esBAF inh	S100A4 MyoIIA	XiGFP reactiv	RAD54 inh	E-sel inducer	ERp5 block
Cc1cc(Cl)c(S(N)(=O)=O)cc1OCC(=O)NC1CCCCC1	3	-11	7	2	0.3	1	-0.2	-6
CCCc1nc2c(C)cc(Br)cn2c1Cc1ccccc1	2	-38	28	-5	0.3	0	6.9	2
C/C(=N\NC(=O)c1ccncc1)c1cc2ccccc2o1	2	-6	nt	1	0.1	5	nt	2
Cn1c(CO)cnc1SCC(=O)c1ccc(F)cc1	3	0	19	-4	0.5	6	-0.2	2
COc1ccc(N(C(=O)CNC(=O)c2cccs2)C(C(=O)NC2CCCC2)c2ccncc2)cc1 (configuration not stated)	-1	-7	-2	-1	0.0	3	-0.2	-2
CC(C)C[C@@H](CN1CCC[C@H]1CN1C(=O)C(=O)NC[C@@H]1Cc1ccc(O)cc1)N1C[C@H](Cc2ccccc2)N(CC2CCCCCC2)C(=O)C1=O	0	-1	nt	-38	0.6	nt	3.4	1
CC1=NN(c2ccccc2)C(=O)C1N=Nc1ccc(S(N)(=O)=O)cc1 (configuration not stated)	-1	2	4	0	0.0	8	0.8	-1
COc1ccc(S(=O)(=O)N[C@@H]2CC[C@@H](CCn3cc(-c4ccccc4F)nn3)O[C@H]2CO)cc1	-1	-5	3	-6	0.8	2	-0.3	2
NS(=O)(=O)c1cccc(NC(=O)c2cccc(N3C(=O)c4ccccc4C3=O)c2)c1	-4	-12	-4	-4	0.7	-6	0.5	3
O=C(Nc1ccc(Cc2ccncc2)cc1)C1CCC(N2C(=O)C3CCCCC3C2=O)CC1 (configuration not stated)	-3	-20	nt	-3	0.1	nt	nt	0
Cc1ccc(C(=O)N2CCN(c3ncccn3)CC2)c(C)c1	1	-10	0	2	0.6	8	nt	5
COc1ccc(CCNC(=O)CSc2ccc(-c3ccco3)nn2)cc1OC	6	-16	nt	-17	0.4	nt	-0.8	-5
COc1ccc(/C=N/N2C(=O)C3C4C=CC(C4)C3C2=O)cc1[N+](=O)[O-] (configuration not stated)	2	-13	9	2	-0.1	-5	-0.1	0
CCN(C(=O)COC(=O)C1=COCCO1)c1c(N)n(Cc2ccccc2)c(=O)[nH]c1=O	-1	1	0	-1	-0.1	9	nt	-2
COc1ccc(NC(=O)N(C)C[C@H]2Oc3ccc(NS(=O)(=O)c4c(C)noc4C)cc3C(=O)N([C@H](C)CO)C[C@H]2C)cc1	3	11	-7	-6	0.5	0	-3.3	-2

Random excerpt: 5 records from the list
SMILES	ERAP1 inh	RAD52 anneal inh	esBAF inh	S100A4 MyoIIA	XiGFP reactiv	RAD54 inh	E-sel inducer	ERp5 block
COc1ccc(N(C(=O)CNC(=O)c2cccs2)C(C(=O)NC2CCCC2)c2ccncc2)cc1 (configuration not stated)	-1	-7	-2	-1	0.0	3	-0.2	-2
C/C(=N\NC(=O)c1ccncc1)c1cc2ccccc2o1	2	-6	nt	1	0.1	5	nt	2
Cc1ccc(C(=O)N2CCN(c3ncccn3)CC2)c(C)c1	1	-10	0	2	0.6	8	nt	5
CCN(C(=O)COC(=O)C1=COCCO1)c1c(N)n(Cc2ccccc2)c(=O)[nH]c1=O	-1	1	0	-1	-0.1	9	nt	-2
CC1=NN(c2ccccc2)C(=O)C1N=Nc1ccc(S(N)(=O)=O)cc1 (configuration not stated)	-1	2	4	0	0.0	8	0.8	-1

Next part:
SMILES	ERAP1 inh	RAD52 anneal inh	esBAF inh	S100A4 MyoIIA	XiGFP reactiv	RAD54 inh	E-sel inducer	ERp5 block
c1ccc(C2[C@H]3CN(Cc4cccnc4)[C@H](c4ccccc4)C34CC2(c2ccccc2)C4)cc1 (some centres not stated)	-5	6	-5	1	-0.1	8	0.1	-4
COc1ccc2c(ccc[n+]2CC(=O)c2ccccc2)c1	4	-14	2	-7	0.1	-3	nt	-3
CC1(C(=O)NC2CCN(Cc3ccccc3)CC2)CCN1CCc1ccccc1 (configuration not stated)	1	-11	1	-3	-0.1	2	-0.1	9
O=C(C1CCCC1)N1CC2(C1)[C@H](c1ccccc1)[C@@H](CO)N2CC1CCCC1	-1	-6	nt	0	0.2	nt	0.1	7
Cc1ccc(-c2nnn(CC(=O)N3CCN(c4ccccc4)CC3)n2)o1	9	-20	nt	3	nt	nt	nt	-2
CCCCC1=CC2=CC(=O)C(C)(OC(=O)c3cccs3)C(=O)C2=CO1 (configuration not stated)	0	-106	13	-36	-0.1	-18	-0.1	-5
COc1ccc(NC(=O)CSc2cccc3cccnc23)c(OC)c1	8	-3	7	-4	0.1	-3	0.0	4
CCn1cc(Br)c(C(=O)Nc2cccc(Cl)c2)n1	0	-9	36	-5	nt	-12	nt	-7
CCOc1ccc(NC(=O)CC2C(=O)N(c3cccc(OC)c3)C(=O)N2C(C)C)cc1 (configuration not stated)	7	-7	3	4	0.1	-4	nt	0
CCN1CCN(c2ccccc2NC(=O)C(C)Oc2ccc(C(C)=O)cc2)CC1 (configuration not stated)	0	-22	-2	-1	0.4	-4	-0.8	-2
CCc1nn2c(=O)cc(COc3ccc(/C=C4\C(=N)N5N=C(C)SC5=NC4=O)cc3)nc2s1	14	-27	-2	-1	0.4	-4	-0.3	3
O=C(NCc1ccc2c(c1)OCO2)C(=O)NCC1OCCCN1S(=O)(=O)c1ccccc1 (configuration not stated)	0	-34	-13	1	0.1	-2	nt	-3
O=C(c1ccco1)N1CCN(C(=O)c2oc(=O)c3ccccc3c2-c2ccccc2)CC1	-3	-11	0	-5	0.1	-2	nt	1
Cc1ccc(S(=O)(=O)N[C@@H]2CC[C@@H](CC(=O)NCc3ccccc3F)O[C@H]2CO)cc1	-3	-9	1	-52	0.9	-5	1.2	-1
CCC(=O)Nc1ccc2c(c1)OC[C@@H](C)N(C(=O)CN1CCOCC1)C[C@H](C)[C@H](OC)CN(C)C2=O	0	15	2	-4	0.5	3	-0.2	1

Part of the list above in order of formula weight, descending.
SMILES	ERAP1 inh	RAD52 anneal inh	esBAF inh	S100A4 MyoIIA	XiGFP reactiv	RAD54 inh	E-sel inducer	ERp5 block
CCC(=O)Nc1ccc2c(c1)OC[C@@H](C)N(C(=O)CN1CCOCC1)C[C@H](C)[C@H](OC)CN(C)C2=O	0	15	2	-4	0.5	3	-0.2	1
CCN1CCN(c2ccccc2NC(=O)C(C)Oc2ccc(C(C)=O)cc2)CC1 (configuration not stated)	0	-22	-2	-1	0.4	-4	-0.8	-2
COc1ccc(NC(=O)CSc2cccc3cccnc23)c(OC)c1	8	-3	7	-4	0.1	-3	0.0	4

Shown with values under each structure: part of the list above.
Values in the order: ERAP1 inh | RAD52 anneal inh | esBAF inh | S100A4 MyoIIA | XiGFP reactiv | RAD54 inh | E-sel inducer | ERp5 block
Cc1ccc(-c2nnn(CC(=O)N3CCN(c4ccccc4)CC3)n2)o1
→ 9 | -20 | nt | 3 | nt | nt | nt | -2
CCCCC1=CC2=CC(=O)C(C)(OC(=O)c3cccs3)C(=O)C2=CO1 (configuration not stated)
→ 0 | -106 | 13 | -36 | -0.1 | -18 | -0.1 | -5

Source: PubChem

Not a hit list; any-hit rate near 2.5%.
